# Bioassay records from PubChem.
# LGR2 antag – inhibitors of bursicon-induced Drosophila LGR2 receptor cAMP signaling; HEK293 LGR2, CRE-luciferase, bursicon-stimulated, 4 h; inhibition, % at 9.99 µM; hit rate 0.35% among 380,000; AID 720647;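 active means drop in luminescence signal, shown as inhibition above about 50% in the replicate tests, limit read from the data, passing the limit was not always enough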;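 further: agonist challenge used bursicon conditioned medium at about half maximal strength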
# Statin myotox sup – suppressors of simvastatin-induced myotoxicity in C2C12 myotubes. hit rate 0.78% among 330,000. ATP luminescence, 48 h; scaled: DMSO 0, geranylgeraniol control 100. rescue of ATP level, % at 7.49 µM;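 active means mean ATP rescue above about 67%, or every replicate alone reaching that limit, limit read from the data, passing the limit was not always enough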;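 further: myotubes were challenged with 10 µM simvastatin during compound exposure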
# INS-1E GSIS act – GLuc luminescence reporter in INS-1E cells, primary screen for activators of glucose-dependent secretion of insulin; INS-1E GLuc reporter insulin secretion, 2-3 h; activation, % at 16.6 µM; hit rate 0.61% among 370,000; AID 743287;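 active means lowest replicate activation of at least 40%, so every replicate reaches that level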;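 further: 0% = median of neutral control wells and 100% = median of IBMX positive control wells; some compounds called inactive have numbers as strong as hits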
# PGC1a acetyl inh – PGC1a acetylation modulation, inhibitor mode; U2OS PGC1a acetylation, AlphaScreen anti-acetyl-lysine; with virally co-expressed GCN5 acetyltransferase; inhibition, % at 15.6 µM; hit rate 0.17% among 350,000; AID 651687;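 active means every replicate shows inhibition of at least 40%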;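 further: 0% = neutral control wells and 100% = positive control wells; some results beyond the cut were filed as inactive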
# Cneo AK release – causes C. neoformans cell lysis; adenylate kinase release luminescence, 4 h; normalised: neutral wells 0, clomiphene wells 100; lysis activity, % at 15 µM; hit rate 0.2% among 360,000;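 active means mean lysis activity across replicates of at least 80%, whatever share of replicates individually reach that level; inactive means mean lysis activity below 80%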
#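 Schedule: static 4 h at 37 °C with compound, 1 h detection; system: C. neoformans cells; benchmarks: Clomiphene as positive control; buffer or medium: fresh YPD medium; measure: luminescence rise reflecting yeast cell lysis; measured by: luminescent adenylate kinase detection reagent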
# ARNT-TACC3 inh – disrupts binding between human ARNT and TACC3. Q9Y6A5. hit rate 0.66% among 390,000. AID 623870. inhibition, % at 9.99 µM. AlphaScreen His-ARNT PAS-B/GST-TACC3 binding, luminescence; TACC3 fragment carries E629A point mutation;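 active means mean inhibition of replicates at least 50% and at least half of replicates each reaching 50%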;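 further: 0% = complete ARNT plus TACC3 wells and 100% = ARNT alone without TACC3; many hits fall short of the cut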
# PglD DTNB – PglD (C. jejuni) enzyme inhibition; purified PglD enzyme, DTNB colorimetric CoA detection; inhibition, % at 12.5 µM; hit rate 0.098% among 360,000; AID 602405; in the data active means inhibition above about 16%, passing the limit was not always enough; further: strong numbers were not always called active
# PAX8 inh HTS – lowers PAX8-driven luciferase in RMG-I cells. AID 652154. RMG-I TPO-luciferase reporter, SteadyGlo, 24 h. hit rate 1.2% among 360,000. inhibition, % at 12.6 µM;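 active means mean replicate inhibition at least 60% with every replicate also reaching 60%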;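 further: luciferase light reporting Pax8 driven TPO promoter activity; plate controls were median of neutral control wells for no effect and mitoxantrone controls for full effect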
# An asterisk follows results filed as active; nt = not tested or not shown; & = joins results of further samples.
structure	LGR2 antag	Statin myotox sup	INS-1E GSIS act	PGC1a acetyl inh	Cneo AK release	ARNT-TACC3 inh	PglD DTNB	PAX8 inh HTS
CCc1cn(C2CC(O)C(CO)O2)c(=O)[nH]c1=O (stereo not given)	-9.6	9.0	15.0	3.1	-3.4	-4.3	-0.9	-4.6
O=C(Nc1cccc(S(=O)(=O)NC2=NCCCCC2)c1)c1cc(-c2ccco2)nc2ccccc12	5.1	-5.1	1.7	-0.6	-1.1	-3.3	-1.1	-8.3
CO[C@H]1CN(C)C(=O)c2cc(NS(=O)(=O)CC(F)(F)F)ccc2OC[C@@H](C)N(Cc2nccs2)C[C@@H]1C	0.9	-1.5	3.0	4.0	0.5	-4.2	0.0	nt
CO[C@H]1CN(C)C(=O)c2cc(NS(C)(=O)=O)ccc2OC[C@@H](C)N(CC2CCCCC2)C[C@H]1C	9.5	-5.2	-3.2	8.3	49.0	-6.2	-2.2	nt
COc1ccc(C(C(=O)NC2CCCC2)N(C(=O)c2ccco2)c2ccc3c(c2)OCO3)cc1OC (stereo not given)	nt	-2.4	nt	-27.2	0.9	-5.2	1.2	nt
CC(=O)Nc1ccc(Nc2nc(C)cc(C)n2)cc1	9.0	-8.7	-5.1	3.3	-2.0	5.7	-4.8	1.5
Cc1ccc(-n2[nH]c(C)c(/C=N/c3cccc(C)n3)c2=O)cc1	-13.3	-7.9	9.8	-3.9	5.8	-4.0	3.1	-2.9
C[C@H](CO)N1C[C@H](C)[C@H](CN(C)S(=O)(=O)c2ccc(Cl)cc2)Oc2c(NS(=O)(=O)c3ccc(F)cc3)cccc2C1=O	-6.2	nt	-18.6	-2.0	0.7	0.8	2.0	nt
Clc1ccc2nsnc2c1NC1=NCCN1	9.3	-11.7&7.5	-6.3	-15.7	0.8&1.2	-4.6&-1.4	3.1&7.0	1.7&-12.6
N#Cc1c2c(c(Nc3ccc(F)cc3)n3c1nc1ccccc13)CCCC2	5.6	-9.2	nt	-18.4	nt	-0.4	nt	31.1
COc1ccc(C(CNC(=O)Cn2c(=O)oc3ccccc32)N(C)C)cc1 (stereo not given)	-5.3	-2.3	7.5	nt	-0.7	-0.4	-1.0	-0.1
Cc1cccc(N2CC(C(=O)OCc3ccc([N+](=O)[O-])cc3)CC2=O)c1 (stereo not given)	-6.8	nt	-4.0	3.8	nt	-2.8	nt	-0.5
COc1nnc(-c2ccc(C)c(S(=O)(=O)N(C)C)c2)c2ccccc12	11.2	-3.8	3.2	10.7	0.7	19.2	-0.3	1.4
Cc1cccc(/C=N/NC(=O)Cn2nnnc2N)n1	8.4	0.9	-0.2	3.8	-2.6	17.0	13.6	-2.3
COCCNC(=O)c1c[nH]c2ccc(S(=O)(=O)Nc3ccc(F)cc3F)cc2c1=O	1.6	0.6	-0.4	12.7	1.0	4.3	-2.6	5.2
CC1C2C(C)N(C)C(=O)N(C)C2N(C)C(=O)N1C (stereo not given)	nt	-13.2	nt	3.8	0.9	-11.2	-0.2	nt
CC(=O)Nc1cccc(NC(=O)CCc2ccccc2)c1	nt	nt	nt	-7.8	0.1	-0.6	1.9	nt
C[C@@H]1CCCCO[C@H](CN(C)C(=O)Cc2ccccc2)[C@@H](C)CN([C@H](C)CO)C(=O)c2cc(NC(=O)Nc3ccccc3)ccc2O1	13.1&5.0	-20.6	-12.1&-17.5	-7.8&15.8	-1.1&-0.7	-11.8	-1.4&0.0	9.1&1.9
CC(=O)Nc1c(N)c2ccccc2oc1=O	21.4	nt	5.1	-6.6	nt	5.5	nt	19.8
CCCOC(=O)c1ccc(NC(=O)CSC2=Nc3ccccc3C3CC=NN23)cc1 (stereo not given)	-16.6	0.6	2.7	nt	-2.9	0.0	-0.2	nt
COCCn1c(SCC(=O)N2CCOCC2)nnc1-c1ccncc1	-3.2	9.2	10.2	nt	-1.9	-7.3	-5.4	-2.4
O=C(NC1CCCC1)[C@H]1[C@H](CO)[C@H]2Cn3c(ccc(-c4cccnc4)c3=O)[C@@H]1N2CCc1ccccc1	-2.7	4.3	-6.8	nt	-2.6	-3.3	4.2	19.0
O=C1NC(c2ccccc2)=C(c2nc3ccccc3s2)C(c2ccccc2)N1 (stereo not given)	23.0	20.1	-2.0	-9.7	-2.7	11.8	-4.2	nt
CN1CCN(Cc2nc3ccccc3n2C)CC1CCO (stereo not given)	15.3	-1.8	-2.4	nt	-1.3	18.4	0.6	-9.7
O=C(N[C@@H]1C=C[C@H](CC(=O)N2CCN(c3ccccc3)CC2)O[C@H]1CO)c1ccccc1	-6.1	0.8	6.0	-8.5	4.4	3.5	-0.4	8.3
CN(C)CCCNC(=O)C[C@@H]1CC[C@@H]2[C@H](COc3ccc(NC(=O)c4ccc5c(c4)OCO5)cc3C(=O)N2C)O1	8.2	17.4	7.4	0.8	1.1	-10.5	-0.3	-33.0
CCC1(C2=CCCCC2)C(=O)NC(=S)N=C1N (stereo not given)	-3.9	-6.6	0.7	9.5	0.7	0.7	-3.0	-5.8
CC1=NN(C(=O)c2ccc(Cn3nc(C)c(Br)c3C)cc2)C(O)(C(F)(F)F)C1 (stereo not given)	11.8	7.7	-11.7	nt	nt	-5.6	nt	-4.0
Cc1ccc(Cl)cc1N1CCN(C(=O)Cc2cn(C)c3ccccc23)CC1	nt	nt	nt	-1.1	1.9	0.9	2.5	12.8
CCCC(C)C(=O)Nc1cc([N+](=O)[O-])ccc1F (stereo not given)	13.7	nt	50.3	20.4	3.2	-2.7	1.4	10.3
O=C(c1cccc(S(=O)(=O)Nc2cccc(C(F)(F)F)c2)c1)N1CCOCC1	-3.2	nt	2.2	nt	nt	0.3	nt	6.8
C#CC(C)OCC1CNC(=S)O1 (stereo not given)	3.4	1.0	3.7	7.1	0.5	nt	4.3	7.1
COc1cccc(CSc2ccc(S(=O)(=O)N3CCOCC3)cc2C(=O)NCC2CCCO2)c1OC (stereo not given)	1.9	nt	2.5	2.1	nt	-25.4	nt	4.0
CCNc1ccc(N=Nc2c(C)n(C)n(-c3ccccc3)c2=O)cc1	0.6	nt	2.7	19.8	nt	nt	nt	-14.0
C[C@H](CO)N1C[C@H](C)[C@H](CN(C)C(=O)Cc2ccccc2)OCCCC[C@H](C)Oc2ccc(NS(=O)(=O)c3cn(C)cn3)cc2C1=O	10.8	-4.5	-5.6	-1.7	1.2	-2.1	-2.3	2.9
CC1CCc2sc(C(=O)Nc3nnc(SCc4ccc(F)cc4)s3)cc2C1 (stereo not given)	-14.2	nt	8.6	94.0*	nt	-0.9	nt	nt
N#Cc1cc2c(nc1SCc1cccc(Cl)c1)CCCCC2	nt	3.4	nt	nt	3.3	-4.9	-4.2	-33.6
CCC(C)(C)n1nnnc1C(c1cccs1)N1CCCCC1 (stereo not given)	14.3	-6.3	-7.7	nt	-1.4	-9.6	5.5	0.6
O=C(Nc1cc(C(F)(F)F)ccc1Cl)c1cccc(N2C(=O)CCC2=O)c1	-4.9	0.3	-3.1	4.2	-7.3	-3.1	-3.5	3.6
CC(C)(C)OC(=O)CNC(=O)c1[nH]cnc1C(=O)NC1CCNCC1	9.2	2.2	13.0	nt	4.0	-14.6	-3.0	9.8
Cc1cc(OCC(=O)NC2CCN(Cc3ccccc3)CC2)c2c(C)cc(=O)oc2c1	0.4	0.6	-4.7	7.0	1.1	34.4	-1.4	8.2
CCCNC(=O)C[C@@H]1C[C@H]2c3cc(NS(C)(=O)=O)ccc3O[C@H]2[C@H](CO)O1	2.9	-5.9	-2.2	-2.5	18.1	-9.3	-0.6	nt
O=C(Nc1ccc(S(=O)(=O)N2CCCCC2)cc1)c1ccc(CN2CCc3ccccc3C2)cc1	nt	11.6	nt	1.1	0.0	35.0	2.2	nt
Cc1cc(Cl)ccc1NC(=O)CN1C(=O)NC2(CCCC2)C1=O	1.5	18.2	-7.7	nt	3.9	-16.8	-3.1	21.1
COc1ccccc1-c1coc2cc(O)cc(O)c2c1=O	nt	-14.0	nt	-0.2	0.9	7.6	-1.4	nt
COCCNC(=O)C1Cc2cc(S(=O)(=O)N3CCCC3)ccc2N1C(C)=O (stereo not given)	10.2	10.7	11.9	-0.8	0.0	-6.9	7.8	-6.9
O=C(OCc1nnc(-c2ccc(Cl)cc2)o1)c1ccc(O)cc1	1.6	3.9	-6.4	-8.6	nt	5.4	nt	14.9
COc1ccc2nc(C)cc(N3CCC(C(N)=O)CC3)c2c1	-4.9	-4.9	6.8	10.5	1.1	nt	1.7	-13.0
C[C@H](CO)N1C[C@H](C)[C@H](CN(C)C(=O)c2ccccn2)Oc2ncc(-c3ccc(F)cc3)cc2C1=O	-12.8	17.0	6.2	10.9	-0.9	0.9	-2.6	-16.3
NC(=S)NN=C1CCCCCCCCCC1	5.2	-12.6	54.7*	-8.7	4.9	32.6*	-4.9	10.9

# New compounds follow
structure	LGR2 antag	Statin myotox sup	INS-1E GSIS act	PGC1a acetyl inh	Cneo AK release	ARNT-TACC3 inh	PglD DTNB	PAX8 inh HTS
O=C(c1ccc(Cl)cc1)N1CCC(O)(CSc2ccccc2)CC1	8.3	35.4	-18.8	-7.4	-3.7	8.5	-0.7	nt
COc1ccc(N2CCN(C(=O)c3ccc(S(=O)(=O)N4CCOCC4)cc3)CC2)cc1	nt	6.3	nt	10.2	4.3	-3.8	7.1	nt
COc1ccc(-c2nnc3ccc(SC)nn23)cc1	-7.9	14.0	24.3	5.5	-2.0	2.6	1.2	nt
COc1ccc(Cn2nnnc2C(c2cc3cccc(C)c3[nH]c2=O)N2CCN(C)CC2)cc1 (stereo not given)	21.6	nt	10.9	-21.9	nt	-2.8	nt	7.9
O=C(Nc1ccc(OC(F)(F)F)cc1)c1ccccc1-n1cnnn1	6.0	-2.1	-16.1	nt	-0.1	2.7	3.2	8.3
COC(=O)C[C@@H]1CC[C@H]2[C@H](COc3ccc(NC(=O)c4cccc(F)c4)cc3C(=O)N2C)O1	-17.3	-10.5	-6.6	2.1	-3.3	-4.9	-0.1	6.5
Cc1ccc(NCCC(=O)c2ccc(Cl)c(Cl)c2)cc1	nt	23.9	nt	-10.2	9.4	21.8	-4.5	nt
CC(C)C[C@@H](CC#N)N1CCN(CCc2ccccc2)CCC1=O	-9.3	4.3	16.8	nt	11.4	-6.0	-0.7	15.4
CCCCOc1ccc(S(=O)(=O)n2c(C)nc3ccccc32)cc1	19.1	-20.6	3.8	-3.9	2.0	-10.6	1.4	nt

# Compounds from the list above with an NH in an aromatic ring, in the order listed:
structure	LGR2 antag	Statin myotox sup	INS-1E GSIS act	PGC1a acetyl inh	Cneo AK release	ARNT-TACC3 inh	PglD DTNB	PAX8 inh HTS
CCc1cn(C2CC(O)C(CO)O2)c(=O)[nH]c1=O (stereo not given)	-9.6	9.0	15.0	3.1	-3.4	-4.3	-0.9	-4.6
Cc1ccc(-n2[nH]c(C)c(/C=N/c3cccc(C)n3)c2=O)cc1	-13.3	-7.9	9.8	-3.9	5.8	-4.0	3.1	-2.9
COCCNC(=O)c1c[nH]c2ccc(S(=O)(=O)Nc3ccc(F)cc3F)cc2c1=O	1.6	0.6	-0.4	12.7	1.0	4.3	-2.6	5.2
CC(C)(C)OC(=O)CNC(=O)c1[nH]cnc1C(=O)NC1CCNCC1	9.2	2.2	13.0	nt	4.0	-14.6	-3.0	9.8
COc1ccc(Cn2nnnc2C(c2cc3cccc(C)c3[nH]c2=O)N2CCN(C)CC2)cc1 (stereo not given)	21.6	nt	10.9	-21.9	nt	-2.8	nt	7.9
